ERK AVP block – qHTS Assay for Inhibitors of the ERK Signaling Pathway using a Homogeneous Screening Assay; HEK293-V1b, vasopressin-stimulated pERK AlphaScreen; actives 0.99% (n = 72,000); Potency, µM (doses to about 57.5 µM), without a hit: top-dose activity, negative = inhibition, most hits filed as inhibitors; further: nearly all actives have a fitted effect of over 55% in size
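Phosphorylated ERK1/2 detected via AlphaScreen bead proximity in lysates of V1b-expressing HEK293 cells given 25 nM vasopressin for 5 min after 30 min compound exposure (37 °C). AC50 from Hill equation; basal DMSO 0%, vasopressin 100%.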
HADH2 inh – qHTS Assay for Inhibitors of HADH2 (Hydroxyacyl-Coenzyme A Dehydrogenase, Type II); actives 3.4% (n = 73,000); 3-hydroxyacyl-CoA dehydrogenase type-2 (Homo sapiens), Q99714; recombinant HADH2, NADH fluorescence, beta-hydroxybutyryl-CoA; Potency, µM (titrated, usually from 57.1 µM), inactives show top-dose activity change, negative = inhibition, most hits filed as inhibitors; further: nearly all actives have a fitted effect of over 60% in size; many of its hits are not listed in these tables
Target sequence (Q99714 whole entry, looked up, one chain of several): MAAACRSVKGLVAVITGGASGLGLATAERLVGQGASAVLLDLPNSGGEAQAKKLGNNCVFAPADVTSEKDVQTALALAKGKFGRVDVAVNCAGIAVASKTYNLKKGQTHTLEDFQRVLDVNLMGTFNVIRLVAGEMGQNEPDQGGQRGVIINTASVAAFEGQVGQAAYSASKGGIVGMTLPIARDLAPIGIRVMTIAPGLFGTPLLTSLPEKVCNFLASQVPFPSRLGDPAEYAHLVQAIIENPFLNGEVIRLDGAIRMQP
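E. coli-expressed His-tagged HADH2 tested at 20 nM in alkaline Tris buffer (pH 9.0); oxidation of 90 uM beta-hydroxybutyryl-CoA with 1 mM NAD+ tracked fluorimetrically for 4 min.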
15-hLO inh – qHTS Assay for Inhibitors of 15-hLO (15-human lipoxygenase); Polyunsaturated fatty acid lipoxygenase ALOX15 (Homo sapiens), P16050; purified 15hLO-1, xylenol orange hydroperoxide absorbance; Potency, µM (top dose mostly 57.1 µM), for inactives: at the highest dose activity change, negative = inhibition, most hits filed as inhibitors; actives 1.4% (n = 74,000); further: nearly all actives have a fitted effect of over 55% in size
Target sequence (P16050 whole entry, looked up): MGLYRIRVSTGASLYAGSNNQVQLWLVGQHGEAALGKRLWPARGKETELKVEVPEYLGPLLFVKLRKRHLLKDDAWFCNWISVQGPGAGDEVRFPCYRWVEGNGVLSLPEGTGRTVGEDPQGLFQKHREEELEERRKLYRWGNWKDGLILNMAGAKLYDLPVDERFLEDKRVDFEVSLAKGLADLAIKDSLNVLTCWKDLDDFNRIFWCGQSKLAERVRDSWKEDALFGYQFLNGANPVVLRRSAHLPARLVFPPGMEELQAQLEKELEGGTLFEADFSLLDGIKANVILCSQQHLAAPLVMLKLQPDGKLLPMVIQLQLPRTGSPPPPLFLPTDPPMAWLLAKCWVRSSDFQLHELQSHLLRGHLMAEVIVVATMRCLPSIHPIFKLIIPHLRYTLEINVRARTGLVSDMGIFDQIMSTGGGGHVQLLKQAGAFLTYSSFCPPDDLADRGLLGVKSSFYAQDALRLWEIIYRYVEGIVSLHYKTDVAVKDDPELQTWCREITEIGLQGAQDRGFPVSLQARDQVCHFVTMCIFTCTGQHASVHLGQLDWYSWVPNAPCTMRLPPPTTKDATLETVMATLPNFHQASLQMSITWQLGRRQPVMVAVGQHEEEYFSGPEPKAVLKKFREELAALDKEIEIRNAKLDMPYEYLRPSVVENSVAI
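Compounds were preincubated 15 min at room temperature with 40 nM purified human enzyme (25 mM Hepes pH 7.5, 0.01% Triton X-100); 50 uM arachidonic acid reacted 6 min. Fe-xylenol orange detection, 30 min, absorbance ratio 573/405 nm.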
Active calls of the source: *; ? = inconclusive; / = no result given; & = joins results of further samples; [ ] = remark or other dose. The call rests on the fitted dose curve; in most records, active means well fitted inhibition curve with a large enough effect; inconclusive means small, poorly fitted or top-dose-only effect; inactive means no such curve, though single readings can be large or run the other way. On the % scale 0 is the no-effect control and ±100 the full control effect; potency means the concentration at half of the fitted maximal effect. These rows are one share of the data; count on the stated rates, not on these rows.

Fields – ERK AVP block | HADH2 inh | 15-hLO inh
> O=C(COc1ccccc1)Nc1ccc(S(=O)(=O)N2CCOCC2)cc1
 : / | -1.5% | 0.0%
> COc1ccc2c(=O)c(N3C(=O)c4ccccc4C3=O)c(C)oc2c1
 : / | 7.5% | 3.9%
> Cc1cc(=O)c2c(C)nn(-c3ccccc3)c2[nH]1
 : / | -7.5% | -4.9%
> O=C(c1csc2ccccc12)N1CCCCCC1
 : / | 5.5% | 1.5%
> Cc1ccc(C(=O)Nc2ccc(S(=O)(=O)N3CCN(C)CC3)cc2)o1
 : / | -5.5% | -3.7%
> O=C(O)C1C2C=CC(C3CC23)C1C(=O)O (configuration not stated)
 : / | -6.6% | -0.7%
> O=C(CSc1ncnc2c1nnn2-c1ccc(F)cc1)NCC1CCCO1 (configuration not stated)
 : / | 3.1% | 1.0%
> O=C(CSCc1cccs1)N1CCCC1
 : / | -25.4% | 2.1%
> O=C(NCC1COc2ccccc2O1)c1ccco1 (configuration not stated)
 : / | -0.5% | -4.1%
> CCn1ncc(C2=NOC(C(=O)NCCc3ccccc3)C2)c1C (configuration not stated)
 : / | 4.6% | 1.1%
> CCOC(=O)c1cnc2c(Cl)cc(Cl)cc2c1NCCOCCO
 : / | -7.3% | -6.6%
> COc1cccc(N2C(=O)N(c3ccccc3)C3CS(=O)(=O)CC32)c1 (configuration not stated)
 : / | -2.3% | 2.3%
> CCCC1c2ccc(C)n2CCN1C(=O)Nc1ccccc1Cl (configuration not stated)
 : / | 0.2% | ?
> COC(=O)c1ccc(NC(=O)CCn2cccc2)cc1
 : / | -4.5% | 5.2%
> COc1ccc(NC(=O)CSc2nnc(N)s2)cc1
 : / | -4.8% | 6.8%
> Cc1csc(NC(=O)c2cnc3ccccn3c2=O)n1
 : / | -29.1% | -9.3%
> O=C1CC(NCc2ccc3c(c2)OCO3)C(=O)N1CCc1ccccc1 (configuration not stated)
 : / | -7.4% | -4.0%
> c1ccc(Nc2nc(N3CCCCC3)nc(N3CCNCC3)n2)cc1
 : / | 24.9% | 3.8%
> CCN(CC)C(=O)C1CCN(S(=O)(=O)c2ccc3oc4ccccc4c3c2)CC1
 : / | -21.2% | -15.0%
> CCOC(=O)C1=C(C)OC(N)=C(C#N)C1c1ccoc1 (configuration not stated)
 : / | -17.7% | 5.4%
> CN(Cc1ccccc1)S(=O)(=O)c1ccc(NC(=O)C2CCCO2)cc1 (configuration not stated)
 : / | 4.3% | 2.1%
> COCCNC(=O)c1ccc(Cc2nc3ccccc3[nH]2)cc1
 : / | -7.1% | -0.9%
> COC(=O)c1ccc(-c2ccco2)n1Cc1nc(-c2ccc(OC)c(OC)c2)oc1C
 : / | -18.6% | ?
> CN(C)CC(C)(C)CNC(=O)c1ccc(Cc2nc3ccccc3[nH]2)cc1
 : / | -3.7% | 3.3%
> CN1CCN(Cc2c(O)ccc3c2oc(=O)c2ccccc23)CC1
 : / | 6.2% | -12.0%
> Cc1ccc(-n2c(O)c(/C=N/n3cnnc3)c3ccccc3c2=O)cc1
 : / | ? | -5.1%
> Cc1cc(NCc2ccccc2)nc(-c2ccccc2O)n1
 : / | ? | ?
> Cc1cc(NCc2ccco2)n2c(nc3ccccc32)c1C#N
 : / | ? | -9.3%
> CC1COC2=C1C(=O)C(=O)c1c2ccc2c1CCCC2(C)C (configuration not stated)
 : 21.2% | / | -4.1%
> CSC(N)=NCCCC(N)C(=O)O (configuration not stated)
 : 19.0% | / | -5.4%

Fields – ERK AVP block | HADH2 inh | 15-hLO inh
> COc1ccc(-c2coc3cc(OC(C)=O)cc(OC(C)=O)c3c2=O)cc1
 : -23.6% | / | -0.1%
> CCCc1nc2c(C)cc(-c3nc4ccccc4n3C)cc2n1Cc1ccc(-c2ccccc2C(=O)O)cc1
 : ? | / | 3.0%
> Cc1ncc(CO)c(C=O)c1O
 : -9.0% | / | 6.7%[25.6 µM]
> CC1CC[C@@]23CCC4(C)[C@@]5(C)CCC6C(C)(C)C(O)CC[C@@]6(C)C5C=C[C@@]4(OC2=O)C3C1C (some centres not stated)
 : 10.4% | / | -8.3%
> CC(=O)N1CCCC1C(=O)O (configuration not stated)
 : -5.4% | / | -8.7%
> COc1cc(/C=C/C(=O)O)cc(OC)c1OC
 : 7.4% | / | -3.7%
> COc1ccccc1OCC(O)CO (configuration not stated)
 : 0.1% | / | 1.7%
> O=c1cc(-c2ccccc2O)oc2cc(O)ccc12
 : 11.4% | / | ?
> O=c1[nH]c(=O)n([C@@H]2O[C@H](CO)[C@@H](O)[C@H]2O)cc1F
 : -8.4% | / | -12.8%[25.6 µM]
> Nc1ncnc2c1ncn2C1CC(O)C(CO)O1 (configuration not stated)
 : 15.9%&3.5% | / | 4.5%[25.6 µM]
> CO[C@]12C(COC(N)=O)C3=C(C(=O)C(C)=C(N)C3=O)N1CC1NC12 (some centres not stated)
 : -5.5% | / | 3.4%
> C=C1C2CC[C@@]3(C)C(c4ccoc4)OC(=O)C[C@@]13OC1CC(=O)C(C)(C)C(C(O)C(=O)OC)[C@]12C (some centres not stated)
 : 20.8% | / | 6.7%
> COC(=O)c1cc(=O)c(O)c2c(O)c(O)ccc2c1
 : 4.3% | / | ?
> CC(C)(C)CC(C)(C)c1ccc(O)c(Cc2ccc(Cl)cc2Cl)c1
 : 18.8% | / | -14.0%
> Nc1nc(/C(=C/CC(=O)O)C(=O)NC2C(=O)N3C(C(=O)O)=CCSC23)cs1 (configuration not stated)
 : 22.7% | / | -18.7%
> Nc1ncn(C2OC(CO)C(O)C2O)c(=O)n1 (configuration not stated)
 : 15.1% | / | 0.1%
> CCOC(=O)C(CCc1ccccc1)NC1CCc2ccccc2N(CC(=O)O)C1=O (configuration not stated)
 : 6.0% | / | -1.3%
> C[C@]12C=CC(=O)C=C1CCC1C2C(O)C[C@]2(C)C1CC[C@]2(O)C(=O)CO (some centres not stated)
 : -3.9% | / | -10.5%
> CC1CC[C@@]2(OC1)OC1CC3C4CC=C5CC(O)CC[C@@]5(C)C4CC[C@]3(C)C1C2C (some centres not stated)
 : 15.6% | / | -14.4%
> COC(=O)CCC(C)C1CCC2C3CC[C@H]4CC(O)CC[C@@]4(C)C3CC(O)[C@]12C (some centres not stated)
 : ? | / | -10.2%
> O=C(O)c1cc(=O)c2cccc(O)c2[nH]1
 : 2.0% | / | -4.3%
> CCCCCCCCCCCCC(C(=O)O)C(C)C(=O)O (configuration not stated)
 : 14.1% | / | -4.3%
> COc1ccnc(CS(=O)c2nc3ccc(OC(F)F)cc3[nH]2)c1OC (configuration not stated)
 : 17.3% | / | ?
> CC12CCC3c4ccc(O)cc4CCC3C1CCC2=O (configuration not stated)
 : 10.4% | / | -0.1%[25.6 µM]
> COc1cc(O)cc(OC)c1OC
 : -2.6% | / | -9.7%
> C#CCCCCCCCCCCCC(O)CC(O)COC(C)=O (configuration not stated)
 : 9.3% | / | -10.6%
> COc1ccc2c(c1)OCC(Cc1ccc(OC)c(OC(C)=O)c1)C2=O (configuration not stated)
 : 11.7% | / | -5.4%
> NC(=O)NCC(N)C(=O)O (configuration not stated)
 : 14.2% | / | -4.5%
> CC(=O)OC1CCC2(C)C3CCC4(C)C(CC5CCCCC54C(C)=O)C3CC(=O)[C@@]2(O)C1 (some centres not stated)
 : -9.7% | / | 5.4%[25.6 µM]
> N[C@@H]1C(O)OC(CO)C(O)C1O (some centres not stated)
 : -3.9% | / | 3.0%

6 entries from above, with values ahead of the structure:
ERK AVP block	HADH2 inh	15-hLO inh	canonical_smiles
15.1%	/	0.1%	Nc1ncn(C2OC(CO)C(O)C2O)c(=O)n1 (configuration not stated)
-5.5%	/	3.4%	CO[C@]12C(COC(N)=O)C3=C(C(=O)C(C)=C(N)C3=O)N1CC1NC12 (some centres not stated)
-2.6%	/	-9.7%	COc1cc(O)cc(OC)c1OC
-9.7%	/	5.4%[25.6 µM]	CC(=O)OC1CCC2(C)C3CCC4(C)C(CC5CCCCC54C(C)=O)C3CC(=O)[C@@]2(O)C1 (some centres not stated)
0.1%	/	1.7%	COc1ccccc1OCC(O)CO (configuration not stated)
?	/	-10.2%	COC(=O)CCC(C)C1CCC2C3CC[C@H]4CC(O)CC[C@@]4(C)C3CC(O)[C@]12C (some centres not stated)

More structures follow.
Fields – ERK AVP block | HADH2 inh | 15-hLO inh
> CC(=O)[C@]1(O)CCC2C3CCC4=CC(=O)CC[C@@]4(C)C3CC[C@]21C (some centres not stated)
 : 5.2% | / | -1.2%
> COc1ccc(-c2cc(=O)c3c(OC)c(OC)c(OC)c(OC)c3o2)cc1
 : -17.3% | / | -9.3%
> CO/N=C(/C(=O)NC1C(=O)N2C(C(=O)O)=C(CSc3nc(=O)c(O)nn3C)CSC12)c1csc(N)n1 (configuration not stated)
 : -12.9%&-0.6% | / | -0.4%&-16.1%
> COc1ccc(OC)c(C(O)CNC(=O)CN)c1 (configuration not stated)
 : 7.7% | / | -5.5%
> CCOc1cccc(C(=O)c2ccc(O)c(O)c2O)c1
 : -17.9% | / | 12.6µM*
> COc1ccc(-c2cc(=O)c3c(O)cc(O[C@@H]4OC(COC5OC(C)C(O)C(O)[C@@H]5O)C(O)C(O)C4O)cc3o2)cc1 (some centres not stated)
 : 12.4% | / | 4.6%
> Nc1nc2nc(Cl)[nH]c2c(=O)[nH]1
 : 19.7% | / | 1.5%
> CC1O[C@@H](Oc2c(-c3ccc(O)c(O)c3)oc3cc(O)cc(O)c3c2=O)C(O)C(O)C1O (some centres not stated)
 : -4.8% | / | -14.0%
> CCOC(=O)[C@H](CCc1ccccc1)N[C@@H](C)C(=O)N1[C@H](C(=O)O)C[C@H]2CCCC[C@@H]21
 : -1.3% | / | 9.3%
> CN(CCOc1ccc(CC2SC(=O)NC2=O)cc1)c1ccccn1 (configuration not stated)
 : 23.1% | / | 1.3%
> Cn1nnnc1SCC1=C(C(=O)O)N2C(=O)C(NC(=O)C(O)c3ccccc3)C2SC1 (configuration not stated)
 : 5.8% | / | -5.4%
> CCN(CC)CCOC(=O)C(Cc1cccc2ccccc12)CC1CCCO1 (configuration not stated)
 : 11.6% | / | -10.9%
> COc1ccc(C(=O)/C=C/c2ccccc2)cc1
 : 15.3% | / | 1.8%
> CO[C@@]1(NC(=O)Cc2cccs2)C(=O)N2C(C(=O)O)=C(COC(N)=O)CSC21 (some centres not stated)
 : -4.4% | / | 7.8%
> Cc1c(S(=O)(=O)O)oc2c1C(=O)C(=O)c1c-2ccc2c1CCCC2(C)C
 : -6.2% | / | ?
> C#CCCCCCCCCCCCc1ccco1
 : 21.1% | / | ?
> C=C1C(C2(C)C=CC(=O)C(C)(C)C2CC(=O)OC)CC[C@@]2(C)C(c3ccoc3)OC(=O)C3OC132 (some centres not stated)
 : 0.9% | / | -0.1%
> COc1ccc2c(c1OC)OCC(c1ccc(OC)c(OC)c1OC)C2 (configuration not stated)
 : -9.2% | / | -0.4%
> NC(=O)c1ccc[n+]([C@@H]2OC(COP(=O)([O-])OP(=O)(O)OCC3OC(n4cnc5c(N)ncnc54)C(OP(=O)(O)O)C3O)C(O)C2O)c1 (some centres not stated)
 : -3.5% | / | -6.7%
> CO[C@]1(NC(=O)C(C(=O)O)c2ccc(O)cc2)C(=O)N2C(C(=O)O)=C(CSc3nnnn3C)COC21 (some centres not stated)
 : 14.7% | / | 6.3%
> CC(C)C1COc2cc3oc(=O)ccc3cc2O1 (configuration not stated)
 : -12.3% | / | -0.3%
> O=c1c(-c2cc(O)c(O)c(O)c2)coc2cc(O)c(O)c(O)c12
 : -3.9% | / | 10µM*
> CC1(C)CC2C1CC[C@]1(C)CCC3C(C(=O)O)CC(=O)O[C@]32C1 (some centres not stated)
 : -23.0% | / | -27.5%
> CC1CC[C@@]2(OC1)OC1CC3C4CC[C@H]5CC(O)CC[C@@]5(C)C4CC[C@]3(C)C1C2C (some centres not stated)
 : 19.7% | / | 2.3%
> CC1=C(C(=O)O)N2C(=O)C(NC(=O)C(N)C3=CCC=CC3)C2SC1 (configuration not stated)
 : -3.1% | / | -4.7%
> CC(=O)O[C@]1(C)CC[C@]23CC1C(C)(C)C2CC[C@@H]3C (some centres not stated)
 : 16.1% | / | 25.1µM*

Complete entries as entered above:
CCOc1cccc(C(=O)c2ccc(O)c(O)c2O)c1 as listed: ERK AVP block = -17.9%; HADH2 inh = /; 15-hLO inh = 12.6µM*
COc1ccc(-c2cc(=O)c3c(OC)c(OC)c(OC)c(OC)c3o2)cc1 as listed: ERK AVP block = -17.3%; HADH2 inh = /; 15-hLO inh = -9.3%
CCN(CC)CCOC(=O)C(Cc1cccc2ccccc12)CC1CCCO1 (configuration not stated) as listed: ERK AVP block = 11.6%; HADH2 inh = /; 15-hLO inh = -10.9%

Assay outcomes (PubChem)
